Source: PubChem BioAssay (Sanford-Burnham Center for Chemical Genomics)
PfG6PD inh: PfG6PD enzyme inhibitors, primary screen, biochemical, fluorescence intensity, uHTS | hit rate 0.78% among 350,000 | glucose-6-phosphate dehydrogenase-6-phosphogluconolactonase (Plasmodium falciparum 3D7) | inhibition, % at 20 µM | AID 504690, 2011 | PfGluPho enzyme, NADPH resazurin-diaphorase fluorescence;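 active means inhibition reaching at least a set limit at 20 µM in the primary screen, cut at about 59% in these data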;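 further: 0% = DMSO wells with substrate and 100% = DMSO wells lacking glucose-6-phosphate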
beta cell repl: inducers of MIN6 beta-cell proliferation, primary screen, ATP luminescence, uHTS; MIN6 cells proliferation, ATPlite luminescence, 48 h; cells starved in 0.2% serum; 100% = growth in 10% serum; proliferation, % at 10 µM; hit rate 0.29% among 330,000; AID 2380, 2010;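 active means compounds whose signal lies at least 3.5 SD above the mean of all wells on their plate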;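 further: 0% = DMSO-treated cells in low-serum medium and 100% = 10% serum control; some compounds called inactive have numbers as strong as hits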
UBC13 inh: UBC13 polyubiquitin chain formation inhibitors, primary screen, biochemical, TR-FRET, uHTS. AID 485273, 2010. hit rate 0.47% among 330,000. Ubiquitin-conjugating enzyme E2 N (Homo sapiens), P61088. inhibition, % at 20 µM; in the data active means inhibition above about 45%, passing the limit was not always enough
SENP8 block-1: SENP8 protease inhibitors, primary screen, biochemical, luminescence; inhibition, % at 10 µM; AID 2540, 2010; purified SENP8, Z-RLRGG-aminoluciferin cleavage; hit rate 1.2% among 330,000; Sentrin-specific protease 8 (Homo sapiens), Q96LD8; in the data active means inhibition above about 50%
SENP1 inh: human SENP1 catalytic domain inhibitors, primary screen, biochemical, FRET, uHTS. recombinant SENP1 catalytic domain, CyPet-SUMO1-YPet FRET cleavage. inhibition, % at 10 µM. AID 624204, 2012. hit rate 0.21% among 360,000. Sentrin-specific protease 1 (Homo sapiens), Q9P0U3;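 active means inhibition at least 30% at 10 µM, raw YFP signal under a set limit, fluorescence ratio 0.5 to 1.5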;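 further: 0% = enzyme with DMSO and 100% = no enzyme wells; some results filed as inactive read as strong as hits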
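material = recombinant human SENP1 catalytic domain, His6-tagged | quantity = 20 pM enzyme | reagent = 25 nM SUMO1 FRET substrate | compound dosing = 10 µM single point, 0.5% DMSO | timing = 50 min enzyme reaction, room temperature, light-protected | detection = FRET, CFP and YFP emission | control set = no-enzyme low, enzyme-DMSO high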
HKDC1 inhibitor: HKDC1 hexokinase inhibitors, primary screen, biochemical, fluorescence, uHTS; inhibition, % at 20 µM; recombinant HKDC1, G6PDH/diaphorase resazurin coupled fluorescence; Q2TB90; hit rate 0.16% among 340,000;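 active means inhibition above about 35% when tested at 20 µM, limit read from the data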;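 further: plate controls were DMSO wells with enzyme for no effect and DMSO wells lacking enzyme for full effect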
Target sequence (Q2TB90 whole entry, looked up): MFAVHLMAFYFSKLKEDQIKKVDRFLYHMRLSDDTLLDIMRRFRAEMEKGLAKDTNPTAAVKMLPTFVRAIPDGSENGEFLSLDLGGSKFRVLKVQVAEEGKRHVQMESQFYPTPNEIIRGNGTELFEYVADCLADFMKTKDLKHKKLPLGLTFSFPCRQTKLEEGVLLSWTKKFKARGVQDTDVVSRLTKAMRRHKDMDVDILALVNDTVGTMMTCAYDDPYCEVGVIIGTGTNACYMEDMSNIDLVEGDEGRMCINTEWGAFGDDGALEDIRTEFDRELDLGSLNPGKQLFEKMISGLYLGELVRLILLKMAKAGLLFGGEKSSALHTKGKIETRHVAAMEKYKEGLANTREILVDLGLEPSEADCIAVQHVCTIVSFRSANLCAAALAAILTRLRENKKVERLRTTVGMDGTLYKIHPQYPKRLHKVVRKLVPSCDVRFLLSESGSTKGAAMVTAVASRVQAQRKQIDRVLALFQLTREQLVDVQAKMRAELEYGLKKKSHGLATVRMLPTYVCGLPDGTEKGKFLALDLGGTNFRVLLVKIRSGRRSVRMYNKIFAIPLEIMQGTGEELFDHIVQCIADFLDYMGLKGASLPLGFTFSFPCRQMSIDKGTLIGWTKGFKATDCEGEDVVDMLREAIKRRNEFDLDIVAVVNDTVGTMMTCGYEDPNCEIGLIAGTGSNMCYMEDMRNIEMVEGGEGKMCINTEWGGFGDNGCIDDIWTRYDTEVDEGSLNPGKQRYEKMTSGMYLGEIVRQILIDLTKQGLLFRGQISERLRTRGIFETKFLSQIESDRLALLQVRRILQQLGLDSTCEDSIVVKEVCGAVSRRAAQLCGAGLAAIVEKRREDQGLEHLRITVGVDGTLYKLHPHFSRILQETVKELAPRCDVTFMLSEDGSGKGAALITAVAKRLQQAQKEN
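Assay system – recombinant HKDC1 (HK5) hexokinase enzyme, produced in-house · Input – HKDC1 at 5 µg/mL · Reagent – glucose plus 1 mM ATP as hexokinase substrates · Timing – 90 min reaction incubation at room temperature, dark · Measured by – G6PDH/diaphorase-coupled fluorescence, 1 mM NADP, 100 µM resazurin, 525/613 nm · Benchmarks – DMSO-enzyme wells negative, buffer-substituted wells positive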
SENP8 block-2: human SENP8 protease inhibitors, primary screen, biochemical, fluorescence, Nedd8 protein substrate, uHTS; Sentrin-specific protease 8 (Homo sapiens), Q96LD8; recombinant SENP8; inhibition, % at 20 µM; hit rate 0.64% among 360,000; AID 602440, 2012; in the data active means inhibition mostly above about 40%, no sharp cut-off; inactive means mostly below about 27%
SENP7 inh: SENP7 protease inhibitors, primary screen, biochemical, luminescence, uHTS. Sentrin-specific protease 7 (Homo sapiens), Q9BQF6. recombinant SENP7, Z-RLRGG-aminoluciferin luminescence, 40 min. inhibition, % at 5 µM. hit rate 1.5% among 330,000. AID 434973, 2010;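 active means inhibition above about 50% at the single test dose, limit read from the data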;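 further: plate controls were DMSO with enzyme for no effect and no enzyme buffer wells for full effect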
SENP6 inh: SENP6 protease inhibitors, primary screen, biochemical, luminescence, uHTS. inhibition, % at 10 µM. hit rate 1.8% among 330,000. AID 2599, 2010. Recombinant SENP6 catalytic domain, aminoluciferin luminescence;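 active means inhibition above about 50% at the single tested dose, limit read from the data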;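 further: plate controls were DMSO wells with enzyme for no effect and DMSO wells lacking enzyme for full effect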
The depositor's hits bear a star; i = inactive; / = no result given; & = joins results of further samples.

Sample of the layout:
1	CC(NC(=O)CCc1ccc(S(=O)(=O)NC2CCCCC2)cc1)c1ccccc1 (stereo not drawn)
2	Cc1ccc2ncccc2c1
3	O=C(NC(=S)Nc1cccc(F)c1)c1cccc([N+](=O)[O-])c1
4	Cc1nc(Cl)c(S(N)(=O)=O)c(C)c1Cl
5	O=C(O)c1ccccc1-c1ccccc1C(=O)Nc1ccccc1
6	COc1cc2c(cc1OC)C(C1C(=O)CCCC1=O)N(C(=O)CCl)CC2 (stereo not drawn)
7	CCCc1cc(=O)[nH]c(SC(CC)C(=O)Nc2ccccc2C#N)n1 (stereo not drawn)

assay / entry	1	2	3	4	5	6	7
SENP8 block-2	-2	6	12	4	10	-377	10
SENP6 inh	6	-21	-49	0	7	5	6
HKDC1 inhibitor	0	-10	-4	-6	-4	-10	0
SENP1 inh	1	-3	1	-1	2	-12	-2
UBC13 inh	-3	-8	6	5	-2	-11	1
SENP8 block-1	-9	-12	-12	13	10	-8	5
SENP7 inh	-7	-4	-5	2	-2	-3	9
beta cell repl	2	-4	-3	-1	-3	0	-2
PfG6PD inh	2	18	-1	0	-17	1	-16

The list itself, from the start:
1	CC(NC(=O)CCc1ccc(S(=O)(=O)NC2CCCCC2)cc1)c1ccccc1 (stereo not drawn)
2	Cc1ccc2ncccc2c1
3	O=C(NC(=S)Nc1cccc(F)c1)c1cccc([N+](=O)[O-])c1
4	Cc1nc(Cl)c(S(N)(=O)=O)c(C)c1Cl
5	O=C(O)c1ccccc1-c1ccccc1C(=O)Nc1ccccc1
6	COc1cc2c(cc1OC)C(C1C(=O)CCCC1=O)N(C(=O)CCl)CC2 (stereo not drawn)

assay / entry	1	2	3	4	5	6
SENP8 block-2	-2	6	12	4	10	-377
SENP6 inh	6	-21	-49	0	7	5
HKDC1 inhibitor	0	-10	-4	-6	-4	-10
SENP1 inh	1	-3	1	-1	2	-12
UBC13 inh	-3	-8	6	5	-2	-11
SENP8 block-1	-9	-12	-12	13	10	-8
SENP7 inh	-7	-4	-5	2	-2	-3
beta cell repl	2	-4	-3	-1	-3	0
PfG6PD inh	2	18	-1	0	-17	1

7	CCCc1cc(=O)[nH]c(SC(CC)C(=O)Nc2ccccc2C#N)n1 (stereo not drawn)
8	O=C(CSc1ncccc1C(=O)O)NCCC1=CCCCC1
9	Cc1nn(C)cc1S(=O)(=O)NC1CCCC1
10	Cc1nn(-c2ccccc2)nc1CNC(=O)C(C)Cc1ccccc1 (stereo not drawn)
11	COc1ccc(/C=N/OCC(=O)OCC(=O)N(C)c2ccccc2)cc1
12	CCOC(=O)NC(O)C(=O)c1ccc(F)cc1 (stereo not drawn)

assay / entry	7	8	9	10	11	12
SENP8 block-2	10	9	18	-1	4	15
SENP6 inh	6	-10	0	-18	6	5
HKDC1 inhibitor	0	-6	-4	-5	-3	-6
SENP1 inh	-2	-6	1	-1	3	-1
UBC13 inh	1	5	4	6	1	4
SENP8 block-1	5	4	-3	-17	-3	3
SENP7 inh	9	-3	3	-11	23	3
beta cell repl	-2	1	-3	-4	4	4
PfG6PD inh	-16	1	-9	7	-13	-6

13	O=C(COC(=O)[C@H](Cc1ccccc1)NC(=O)c1cccs1)Nc1cc(F)ccc1F
14	Cc1nc(N)sc1-c1ccccc1
15	Cc1cccnc1CN1CCN(Cc2nc(C(c3ccccc3)c3ccccc3)no2)CC1
16	C=C(C)CSc1nc2c(c(=O)[nH]c(=O)n2C)n1CCC(C)C
17	O=C(Nc1nnc(Cc2ccccc2)s1)Nc1ccccc1F
18	COc1ccc(C(=O)N/N=C(\C)CC(=O)Nc2cccc(C(F)(F)F)c2)cc1

assay / entry	13	14	15	16	17	18
SENP8 block-2	29	21	-4	22	18	-3
SENP6 inh	-5	/	-1	-7	4	-17
HKDC1 inhibitor	0	-1	-2	4	8	1
SENP1 inh	4	1	-13	2	0	0
UBC13 inh	-7	/	5	9	0	4
SENP8 block-1	-9	/	2	4	0	-2
SENP7 inh	-8	/	-1	1	-4	3
beta cell repl	-1	/	-3	0	-4	-3
PfG6PD inh	-4	-3	11	-17	-2	0

19	COc1ccc(C2C3=C(CC(c4ccco4)CC3=O)Nc3ccccc3N2C(C)=O)cc1 (stereo not drawn)
20	CC[C@@]1(C(=O)OC)N[C@H](CN(C)S(=O)(=O)c2ccc(OC(F)(F)F)cc2)[C@@H]2C(=O)N(C)C(=O)[C@@H]21
21	CCCN1CCC2(CC1)C(C#N)=C(N)Oc1c2sc2nc(C)cc(C)c12
22	O=C(COC(=O)c1ccccc1)Nc1ccccc1N1CCOCC1
23	Cc1cc2cc(CCNC(=O)c3ccc(S(=O)(=O)N4CCOCC4)cc3)c(=O)[nH]c2cc1C
24	O=C(Nc1ccccc1Br)C1CC(=O)N(c2ccc3c4c(cccc24)CC3)C1 (stereo not drawn)

assay / entry	19	20	21	22	23	24
SENP8 block-2	i	6	-39	23	-68	14
SENP6 inh	-7	26	-2	-13	-23	-4
HKDC1 inhibitor	-2	-1	5	3	41*	5
SENP1 inh	2	1	-36	1	2	-1
UBC13 inh	-1	1	-5	5	3	5
SENP8 block-1	-2	7	-4	-8	-6	-7
SENP7 inh	-7	10	-2	-8	8	-4
beta cell repl	-3	3	-4	0	-3	-4
PfG6PD inh	-1	-12	14	-8	32	15

25	CCCS(=O)(=O)N1CCCC(C(=O)N2CCN(C(=O)OCC)CC2)C1 (stereo not drawn)
26	COc1c(C)cc(C(=O)C2CCCN(C(=O)c3snnc3C)C2)cc1C (stereo not drawn)
27	COc1cc(C)cc2oc(=O)c(CC(=O)N3CCN(C(=O)C4COc5ccccc5O4)CC3)c(C)c12 (stereo not drawn)
28	Clc1ccccc1-c1nc(-c2ccncc2)no1
29	CCN(CC)c1ccc(NC(=O)c2nc3nc(C)cc(C(F)F)n3n2)cc1
30	COc1ccc(C(=O)N/N=C(\C)CC(=O)Nc2ccc(N(C)C)cc2)c(OC)c1

assay / entry	25	26	27	28	29	30
SENP8 block-2	9	7	-311	12&19	11	13
SENP6 inh	10	2	-10	81*	-6	6
HKDC1 inhibitor	-5	-10	1	-3&-6	3	7
SENP1 inh	-1	1	0	1&-1	3	0
UBC13 inh	0	9	18	-1&4	-16	3
SENP8 block-1	-5	-4	0	75*	-1	-2
SENP7 inh	-10	1	7	80*	-4	7
beta cell repl	1	-1	4	-2&0	-3	0
PfG6PD inh	-8	-11	1	-5&-2	31	-1

31	COc1ccc(C(=O)CC(c2ccccc2)C2C(=O)CCCC2=O)cc1 (stereo not drawn)
32	CC1=CC(C)(C)n2c(O)c(N=NC(N)=S)c3cc(C)cc1c32
33	C=CCn1cc(/C=N/N2C(=O)C3C4C=CC(C4)C3C2=O)c2ccccc21 (stereo not drawn)
34	CCc1noc(C)c1C(=O)Nc1nc2ccc(S(C)(=O)=O)cc2s1
35	O=C1NC(=O)c2cc(NC(=O)C3CCCO3)ccc21 (stereo not drawn)
36	N#Cc1cccc(NC(=O)CSc2nnc(C3CC3)n2C2CC2)c1

assay / entry	31	32	33	34	35	36
SENP8 block-2	0	34	13	-262	-288	10
SENP6 inh	-40	-12	-13	41	4	2
HKDC1 inhibitor	-4	9	-9	-5	10	-5
SENP1 inh	-1	1	-2	-7	1	1
UBC13 inh	-8	57*	-9	5	16	3
SENP8 block-1	1	-3	-7	4	1	1
SENP7 inh	-1	5	-2	25	-4	6
beta cell repl	1	-5	-2	-4	1	2
PfG6PD inh	-9	-20	8	1	-10	6

37	CC(=O)Cc1nsc(NC(=O)c2ccc(-c3ccc(Cl)c(C(F)(F)F)c3)o2)n1
38	N#C/C(=C\c1ccc(OCc2ccc(Cl)cc2)cc1)C(=O)Nc1cccc(C(=O)O)c1
39	CC1=NN2C(=N)/C(=C\c3cc(C)n(-c4cccc(C)c4)c3C)C(=O)N=C2S1
40	Cc1ccc(NC(=O)CN2C(=O)CSc3ccc(S(=O)(=O)N4CCCCC4)cc32)cc1
41	Fc1ccc(-c2nnc(CSc3nnc(-c4cccs4)o3)o2)cc1
42	CCCCOc1ccc(C2(C)CC(=O)NC2=O)cc1 (stereo not drawn)

assay / entry	37	38	39	40	41	42
SENP8 block-2	/	13	-430	3	-51	9
SENP6 inh	-6	-6	7	-11	-13	-10
HKDC1 inhibitor	10	14	3	-2	0	1
SENP1 inh	/	-1	-52	1	-3	1
UBC13 inh	-22	-7	2	-1	-6	5
SENP8 block-1	-6	-4	9	-7	-3	-4
SENP7 inh	-10	-10	-3	-1	7	-2
beta cell repl	-2	-2	-2	-6	-3	-1
PfG6PD inh	-20	-27	-28	-2	-3	-17

43	COc1ccc(C2CC(=O)c3cnc(NC(=O)c4ccccc4)nc3C2)cc1OC (stereo not drawn)
44	Cc1ccc(-c2csc(N(CC3CCCO3)C(=O)c3ccco3)n2)cc1 (stereo not drawn)
45	COc1ccc(C2=NOC(CNC(N)=S)C2)cc1 (stereo not drawn)
46	CCOC(=O)/C(C#N)=C/Nc1ccsc1C(=O)OC

assay / entry	43	44	45	46
SENP8 block-2	5	18	-6	-273
SENP6 inh	-1	0	35	-4
HKDC1 inhibitor	10	-1	-11	-3
SENP1 inh	-1	5	2	-6
UBC13 inh	-8	5	2	-1
SENP8 block-1	-5	3	25	5
SENP7 inh	2	4	34	-20
beta cell repl	-1	-4	-1	7
PfG6PD inh	5	0	-14	18
